Growth percent in the NCI-60 one-dose screen (48 h, 10 µM unless noted): 100 = growth as untreated, 0 = no growth, -100 = all killed.
MDA-MB-435: MDA-MB-435 melanoma; 7.8% of 82,000 active
K-562: K-562 leukemia. 7.4% of 78,000 active. AID 1794777
CCRF-CEM: CCRF-CEM leukemia | 7% of 77,000 active
SR: SR leukemia cells | 8.7% of 73,000 active | AID 1794780
MOLT-4: MOLT-4 leukemia cells; 6.9% of 80,000 active; AID 1794779
HOP-92: HOP-92 NSCLC cells. AID 1794738. 6.3% of 71,000 active
RPMI-8226: RPMI-8226 leukemia cells | 7.5% of 77,000 active | AID 1794781
HOP-62: HOP-62 NSCLC | 3.9% of 80,000 active | AID 1794735
* = called active by the depositor; . = no result given; & = joins results of further samples; ! = a repeat was not active. The calls were made as follows: active = growth percent below 10; inactive = the rest.

nr	Structure	MDA-MB-435	K-562	CCRF-CEM	SR	MOLT-4	HOP-92	RPMI-8226	HOP-62
1	O=[N+]([O-])c1cc(F)cc([N+](=O)[O-])c1O	106.1	148.0	21.7	112.9	94.5	92.0	87.6	98.5
2	O=[N+]([O-])c1cccc(Cl)c1O	106.6	97.5	102.7	101.4	103.7	102.6	99.2	94.0
3	COc1cccc2c1c(C(=O)c1ccco1)cn2Cc1ccc(F)cc1	148.5	253.3	177.5	.	307.3	63.4	182.1	124.6
4	CC1CN1P1(=O)OCC(C)([N+](=O)[O-])CO1 (stereo unspecified)	102.1	.	108.1	107.2	113.0	108.0	113.3	106.1
5	CC/C(=C(\CC)c1ccc(Oc2nc(N3CC3)nc(N3CC3)n2)cc1)c1ccc(Oc2nc(N3CC3)nc(N3CC3)n2)cc1	91.9	86.8	86.8	63.9	78.3	74.4	89.6	99.7
6	O=C1c2ccccc2C(=O)N1N1CC1c1ccccc1 (stereo unspecified)	101.5	97.7	94.7	77.9	83.5	.	100.6	111.0
7	O=C(Cc1ccc([N+](=O)[O-])cc1)Nc1ccc(S(=O)(=O)F)cc1	91.2	96.2	83.7	82.7	81.4	69.1	77.7	73.2
8	CC(=O)Cc1ccc(C)cc1	99.6	105.6	.	93.7	93.7	.	102.4	91.9
9	CCCCNC(c1ccccc1)C(O)c1ccccc1 (stereo unspecified)	102.7	108.2	106.9	78.0	93.9	38.5	87.4	87.1
10	CN1CCCCC1Cc1ccccc1 (stereo unspecified)	117.0	93.8	102.7	90.8	83.7	88.2	102.8	107.1

Whole records from above.
Listed for `O=C(Cc1ccc([N+](=O)[O-])cc1)Nc1ccc(S(=O)(=O)F)cc1` → MDA-MB-435 = 91.2; K-562 = 96.2; CCRF-CEM = 83.7; SR = 82.7; MOLT-4 = 81.4; HOP-92 = 69.1; RPMI-8226 = 77.7; HOP-62 = 73.2
Listed for `CC/C(=C(\CC)c1ccc(Oc2nc(N3CC3)nc(N3CC3)n2)cc1)c1ccc(Oc2nc(N3CC3)nc(N3CC3)n2)cc1` → MDA-MB-435 = 91.9; K-562 = 86.8; CCRF-CEM = 86.8; SR = 63.9; MOLT-4 = 78.3; HOP-92 = 74.4; RPMI-8226 = 89.6; HOP-62 = 99.7
Listed for `CC1CN1P1(=O)OCC(C)([N+](=O)[O-])CO1` (stereo unspecified) → MDA-MB-435 = 102.1; K-562 = .; CCRF-CEM = 108.1; SR = 107.2; MOLT-4 = 113.0; HOP-92 = 108.0; RPMI-8226 = 113.3; HOP-62 = 106.1

Reprinted at random: 2 records from the list
nr	Structure	MDA-MB-435	K-562	CCRF-CEM	SR	MOLT-4	HOP-92	RPMI-8226	HOP-62
1	O=[N+]([O-])c1cc(F)cc([N+](=O)[O-])c1O	106.1	148.0	21.7	112.9	94.5	92.0	87.6	98.5
2	O=[N+]([O-])c1cccc(Cl)c1O	106.6	97.5	102.7	101.4	103.7	102.6	99.2	94.0

Other compounds follow.
nr	Structure	MDA-MB-435	K-562	CCRF-CEM	SR	MOLT-4	HOP-92	RPMI-8226	HOP-62
11	NCCc1ccc(OCc2ccccc2)c(OCc2ccccc2)c1	88.1	30.8	.	-27.5*	78.1	-2.7*	69.7	87.3
12	Cc1ncn2nc(NN)nc2n1	102.3	97.1	103.5	98.4	99.5	111.9	105.7	105.8
13	Nc1cccnc1	122.2	105.0	98.7	90.4	101.5	100.6	105.0	103.7
14	CCC1(CC(C)c2ccccc2)C(=O)NC(=O)NC1=O (stereo unspecified)	.	105.9	100.1	97.0	107.4	76.6	104.4	119.3
15	N#Cc1c(-n2c(Br)c(Br)c3cc(Br)ccc32)[nH]c2c(Br)cc(Br)cc12	-0.9*	7.1*	13.2	1.0*	2.0*	-31.4*	-3.2*	-50.9*
16	[N-]=[N+]=NS(=O)(=O)c1cccc([N+](=O)[O-])c1	90.6	94.2	93.5	86.1	97.1	97.5	99.9	99.2
17	OCCCN1CCN(c2cccc(Cl)c2)CC1	99.5	86.2	90.3	87.2	86.6	90.3	77.4	98.2
18	CCOC(=O)N(CCO)[N+](=O)[O-]	108.2	96.2	.	87.5	93.1	59.8	96.7	101.7
19	O=C(O)CSc1ccc(N=Cc2ccc(N(CCCl)CCCl)cc2)cc1	91.4	82.7	58.6	27.2	50.3	92.1	79.5	72.2
20	NN	113.7	110.7	105.3	109.1	98.5	126.1	108.7	105.3
21	CC(=O)O[C@H]1CC[C@H]2[C@@H]3CC[C@H]4CCCC[C@]4(C)[C@H]3CC[C@]12C	108.8	104.6	128.7	86.4	89.1	109.1	107.2	103.9
22	O=[N+]([O-])c1c2ccccc2cc2ccccc12	114.6	97.0	111.0	89.6	86.3	.	109.4	109.8
23	CC1(C)N=C(N)N=C(N)N1c1ccc(CCC(=O)Nc2ccc(S(=O)(=O)F)cc2)c(Cl)c1	37.7	.	44.9	6.4*	33.0	33.7	.	19.9
24	C[C@]12CCC(=O)C[C@@H]1CC[C@@H]1[C@@H]2CC[C@]2(C)OC(=O)CC[C@@H]12	118.9	101.7	97.9	111.2	91.5	97.5	103.6	105.6
25	CN(C)c1nn[nH]n1	105.9	110.1	97.2	103.3	106.2	.	102.7	113.4
26	C=C(C)CC1(CC)C(=O)NC(=S)NC1=O	100.0&110.5	101.3&95.9	102.4	96.8&94.1	99.5&97.8	111.3&99.5	102.7&104.4	101.7&106.9
27	CNC(=O)Oc1ccc(C(=O)OCCO)cc1	100.9	100.1	100.9	98.2	97.5	95.4	104.7	102.2
28	CNC(=O)Oc1c(OC)cccc1OC	100.6	102.6	101.7	95.4	93.7	92.0	95.4	94.5
29	CN1C(=O)C(=S(C)C)C(=O)N(C)C1=O	106.2	96.8	86.4	71.8	87.5	.	93.9	94.6
30	COc1cc([N+](=O)[O-])c2nc(C)ccc2c1[N+](=O)[O-]	71.3	.	91.3	82.2	98.2	96.3	80.7	131.9
31	COC(=O)[C@@]12C(N)=NC(=C(C#N)C#N)[C@]1(C#N)[C@H]2c1cc(OC)c(OC)c(OC)c1	100.0	118.5	99.2	102.6	110.9	.	95.8	106.2
32	CCCC(=O)O[C@@H]1C[C@H]2C[C@@H](O[C@@H]3O[C@@H](C)[C@@H](O)[C@@H](O)[C@H]3OC)C[C@@H](C[C@@H](C)/C=C/C=C\C[C@@H]3O[C@@H](C[C@@H]3C)[C@@H](O)C[C@H]3C[C@@]1(O)C(=O)O3)O2	59.1	21.2	50.9	85.9	37.5	91.6	27.3	64.8
33	CC(=O)O[C@H]1CC[C@@]2(C)C(=CCC3C2CC[C@]2(C)C(=O)CCC32)C1 (stereo partly specified)	93.5	95.4	101.5	.	.	.	.	97.4
34	CCOP(=S)(N/N=C\C(C)(C)C1CCCCC1)OCC	105.2	87.2	104.9	93.2	99.9	73.4	83.3	100.1
35	CCOc1ccc(N)cc1	108.3	86.7	99.0	99.9	93.4	111.0	101.1	94.5
36	O=S(=O)(O)OOS(=O)(=O)O	90.0	109.8	99.4	93.7	98.6	96.6	99.9	101.6
37	CCCCCN(CCCCC)CC(O)c1cc(Cl)c(Cl)cc1C (stereo unspecified)	102.6	80.3	83.2	77.3	87.6	.	73.3	91.2
38	CC(=O)O[C@H]1CC[C@H]2[C@@H]3[C@H](C)CC4=CC(=O)CCC4[C@H]3CC[C@]12C (stereo partly specified)	105.9	106.3	122.4	86.7	91.3	.	119.7	108.3
39	C[N+](C)(C)CCOS(=O)(=O)[O-]	102.1	106.4	.	109.4	103.0	74.4	97.6	110.1
40	CCOC(=O)CP(=S)(S)c1ccccc1 (stereo unspecified)	104.3	108.0	100.6	100.9	108.0	85.2	92.2	83.0
41	COc1ccccc1-c1nc2c(s1)CC[C@@]1(C)C2=CC[C@@H]2[C@@H]1CC[C@]1(C)C(=O)CC[C@@H]21	105.7	104.5	123.0	105.0	102.0	124.7	107.9	100.6
42	CCCCC(=O)c1ccccc1	.	122.6	.	93.3	92.5	.	.	97.6
43	COc1cc(C)c(C[N+](C)(C)C)c(OC)c1	119.3	.	.	.	.	78.2	101.6	102.0
44	CC1(C)CC2CCC(O)C2C(CCO)N1 (stereo unspecified)	109.5	106.3	106.9	111.1	118.6	91.1	109.1	.
45	CCOP(=O)(OCC)/C(C#N)=C/c1nc[nH]c1C	96.3	89.4	95.1	84.0	96.3	96.2	101.3	84.1
46	CN=C1CN=C(c2ccccc2)c2cc(Cl)ccc2N1	109.3	103.0	89.9	78.8	84.8	86.3	101.8	97.4
47	Cc1ccc(C(=O)NCCCOc2ccc(N)cc2Cl)cc1S(=O)(=O)F	90.9	91.9	88.7	87.9	79.7	96.6	85.6	89.1
48	N#CC(Br)C(N)=O (stereo unspecified)	98.1	84.2	94.8	99.1	86.8	.	103.4	103.2
49	ClCCN(CCCl)c1ccc(CNc2ccccc2)cc1	78.5	.	23.0	30.6	37.7	68.1	68.7	68.7
50	CC/C=C(\C)C1(CC)C(=O)NC(=S)NC1=O	100.0	111.3	102.0	109.9	102.3	81.9	95.6	98.8
51	COCCOP(=O)(N1CC1C)N1CC1C (stereo unspecified)	107.4	119.3	.	121.4	111.9	84.4	101.3	101.1
52	CSc1ncc(Br)c(N2CC2)n1	96.3	118.2	111.2	134.4	125.5	62.6	104.9	109.9
53	CC(C)=CC1C(C(=O)OCCCc2ccc3c(c2)OCO3)C1(C)C (stereo unspecified)	97.9	96.6	91.2	109.7	94.3	85.0	103.1	99.0
54	COc1cc(C=O)c(OC)c2c1OCO2	103.3	90.2	95.2	80.5	105.7	.	94.0	100.7
55	CC1=C[C@H]2O[C@@H]3C[C@@H](O)[C@](C)([C@@]2(C)CC1)[C@@]31CO1	21.1	18.5	13.8	18.1	10.0*	41.3	29.3	15.7
56	CN[C@@]1(c2ccccc2Cl)CCCC[C@@H]1NCC1CCCO1 (stereo partly specified)	102.3	100.3	99.8	95.2	110.6	92.0	103.5	97.4
57	CCCCCCCCCCOc1ccc(C(=O)Oc2ccc(CSP(=O)(OCC3OC(n4cnc5c(N)ncnc54)C(F)C3O)OC3C(CO)OC(n4ccc(=O)[nH]c4=O)C3F)cc2)cc1 (stereo unspecified)	97.9	90.3	68.9	75.0	90.5	82.1	92.9	145.3
58	O=C(Nc1ccccc1)c1c(O)[nH]c(=O)[nH]c1=O	98.6&114.4	141.7	136.5&115.7	110.6&106.4	82.0&106.4	143.8	126.1&102.9	94.7&102.0
59	CC1C(c2ccccc2)OC(=O)N1C (stereo unspecified)	106.7	102.5	40.8	85.2	94.8	.	.	98.2
60	CCCCN(CCCC)P(=O)(Oc1ccccc1)Oc1ccccc1	71.4	46.2	61.9	.	39.4	48.3	54.4	85.8

Continuation.
nr	Structure	MDA-MB-435	K-562	CCRF-CEM	SR	MOLT-4	HOP-92	RPMI-8226	HOP-62
61	COc1ccc(OC)c(/C=C(/C)[N+](=O)[O-])c1	23.1	4.3*	-2.2*	-7.6*	0.5*	.	-21.9*	38.9
62	C/C=C/CC(C)C(O)[C@H](NC(=O)[C@@H]1CCCN1C(=O)C(C)(C)NC(=O)CCCCCCC)C(=O)N[C@@](C)(CC)C(=O)N[C@@H](CCC(N)=O)C(=O)N[C@H](CCC(N)=O)C(=O)NC(C)(C)C(=O)NC(C)(C)C(=O)N[C@@H](CCC(N)=O)C(=O)N[C@H](CC(C)C)C(=O)N[C@H](CO)CC(C)C (stereo partly specified)	-47.4*!	6.1*!	-23.3*!	0.9*!	-32.4*!	29.4&105.6	-9.8*!	14.5&95.9
63	COc1ccc(C(O)P(=O)(OC)OC)cc1 (stereo unspecified)	106.6	94.5	102.8	84.6	84.9	.	104.1	108.3
64	CN(C)CC1(N)C(=O)NC(=O)NC1=O	103.2	99.3	99.1	100.7	99.0	111.6	100.4	98.1
65	C/C=C1/CN2CC[C@@]34c5ccccc5N[C@@]23[C@H](O)C[C@@H]1C4(CO)C(=O)OC (stereo partly specified)	103.9	95.4	.	104.2	92.9	99.7	.	89.1

Filtered by structure, the compounds so far containing two or more sulfur atoms (2)
nr	Structure	MDA-MB-435	K-562	CCRF-CEM	SR	MOLT-4	HOP-92	RPMI-8226	HOP-62
36	O=S(=O)(O)OOS(=O)(=O)O	90.0	109.8	99.4	93.7	98.6	96.6	99.9	101.6
40	CCOC(=O)CP(=S)(S)c1ccccc1 (stereo unspecified)	104.3	108.0	100.6	100.9	108.0	85.2	92.2	83.0

High-throughput results as filed in PubChem BioAssay.

A portion of the library; count on the stated rates, not on these rows.
